TLR9-MyD88 block: inhibitors of TLR9-MyD88 association in cells, primary screen, cell-based, CHO, BLA complementation, fluorescence. Toll-like receptor 9 (Homo sapiens) + Myeloid differentiation primary response protein …. CCF4 FRET ratio. inhibition, % at 4.98 µM. 340,000 compounds, 0.21% hits;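 active = inhibition above the mean over all tested compounds plus 3 SD, cut at about 21% in these data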;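 note: 0% = DMSO only wells and 100% = clavulanate BLA inhibitor control wells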
NOD2 RIPK2 PPI: NOD2-RIPK2 binding disruptors in cells, primary screen, fluorescence, CHO cells, BLA complementation. inhibition, % at 4.98 µM. 360,000 compounds, 0.38% hits. AID 624267, 2012. CCF4 ratio; in the data active = inhibition above about 21%;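 note: 0% = vehicle only and 100% = reference blocker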
Target sequence (O43353 whole entry, looked up): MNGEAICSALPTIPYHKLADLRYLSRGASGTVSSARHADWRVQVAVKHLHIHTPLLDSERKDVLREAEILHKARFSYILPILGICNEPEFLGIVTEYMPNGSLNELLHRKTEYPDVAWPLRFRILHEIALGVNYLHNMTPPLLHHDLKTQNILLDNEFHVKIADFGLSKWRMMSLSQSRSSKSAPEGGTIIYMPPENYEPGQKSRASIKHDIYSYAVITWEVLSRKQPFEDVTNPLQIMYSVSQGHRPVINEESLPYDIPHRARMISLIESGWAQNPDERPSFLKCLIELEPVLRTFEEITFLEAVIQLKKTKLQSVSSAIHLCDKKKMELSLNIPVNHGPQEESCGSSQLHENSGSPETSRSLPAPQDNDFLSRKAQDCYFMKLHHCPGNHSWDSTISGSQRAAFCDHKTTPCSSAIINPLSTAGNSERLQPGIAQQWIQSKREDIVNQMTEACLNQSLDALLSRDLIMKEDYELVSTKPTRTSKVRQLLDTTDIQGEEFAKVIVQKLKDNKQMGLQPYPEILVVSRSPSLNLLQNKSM
NCOA3 inh: SRC3 coactivator transcriptional activity inhibitors, primary screen, cell-based, luminescence. inhibition, % at 3.6 µM. 360,000 compounds, 0.17% hits. Nuclear receptor coactivator 3 (Homo sapiens), Q9Y6Q9. HEK293 GAL4-SRC3 luciferase reporter. AID 588352, 2011;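 active = inhibition above a per-campaign cutoff, the mean of all compounds plus 3 SD, cut at about 60% in these data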;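 note: 0% = DMSO-treated cells and 100% = gossypol-treated cells at 36 µM; higher means less SRC3-driven luciferase light from the GAL4 reporter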
LRH-1 inv ag: LRH-1 (NR5A2) inverse agonists, primary screen, cell-based, luminescence, HEK293T, StAR-luciferase reporter; inhibition, % at 3.6 µM; LRH-1 transfected, 24 h; AID 602396, 2012; 360,000 compounds, 0.13% hits; Nuclear receptor subfamily 5 group A member 2 (Homo sapiens), O00482;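 active = inhibition above the mean inhibition of all tested compounds plus 3 SD, cut at about 73% in these data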;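 note: 0% = DMSO wells and 100% = reporter-only cells lacking LRH-1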
Vif inh: HIV Vif self-association inhibitors, primary screen, imaging, HEK293T, single point. HEK293T cells, Vif self-association by quenched fluorescence, 24 h. inhibition, % at 7.49 µM. 340,000 compounds, 0.35% hits. AID 602346, 2012; in the data active = inhibition above about 50%, passing the limit was not always enough; note: some results filed as inactive read as strong as hits
NCOA1 inh: SRC1 coactivator transcriptional activity inhibitors, primary screen, cell-based, luminescence. inhibition, % at 3.6 µM. 360,000 compounds, 0.12% hits. Nuclear receptor coactivator 1 (Homo sapiens), Q15788. HEK293 GAL4-SRC1 luciferase reporter. AID 588354, 2011;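 active = inhibition above the campaign mean plus 3 SD, with each screening campaign given its own cutoff, cut at about 60% in these data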;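 note: 0% = DMSO treated cells and 100% = gossypol at 36 µM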
TROY signal inh: inhibitors of TROY-driven NF-kB signaling, primary screen, Q293 LMP1-TROYcd cells, NF-kB luciferase, uHTS. Q293 LMP1-TROYcd NF-kB luciferase reporter, 4 h. inhibition, % at 10 µM. AID 1347056, 2019. 360,000 compounds, 0.98% hits;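 active = compounds whose plate-normalised and pattern-corrected inhibition of the luciferase reporter signal at the single screening dose is 50% or more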
NCOA2 inhibitor: inhibition of GAL4-SRC2 driven luciferase reporter, primary screen, SRC2 inhibitor project, cell-based, luminescence | Nuclear receptor coactivator 2 (Homo sapiens), Q15596 | HEK293 GAL4-SRC2 luciferase reporter | 370,000 compounds, 0.17% hits | inhibition, % at 9 µM;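 active = inhibition above the mean inhibition of all tested compounds plus 3 SD, set per campaign, cut at about 52% in these data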;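 note: 0% = DMSO treated cells and 100% = cells given Gossypol at 36 µM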
C8 TRAIL sens: viability loss with TRAIL in NB7+C8 cells, primary screen, TRAIL sensitizer project, cell-based, ATPlite luminescence; 360,000 compounds, 1% hits; inhibition (viability loss, TRAIL sensitization), % at 10 µM;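 active = compounds causing at least 50% loss of cell viability in the single-dose screen, relative to plate controls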
COUP-TFII inh: NR2F2 transcriptional activity inhibitors, primary screen, cell-based, luciferase reporter, HEK293T, luminescence; COUP transcription factor 2 (Homo sapiens), P24468; 370,000 compounds, 0.7% hits; inhibition, % at 8.6 µM; HEK293T NGFI-A luciferase reporter; AID 686940, 2013;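 active = inhibition above a per-plate cutoff, mean inhibition of test wells between control levels plus 3 SD, cut at about 38% in these data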;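 note: cells cotransfected with COUP-TFII expression vector driving the NGFI-A reporter; 0% = median of COUP-TF2 test wells and 100% = reporter-only cells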
Target sequence (P24468 whole entry, looked up): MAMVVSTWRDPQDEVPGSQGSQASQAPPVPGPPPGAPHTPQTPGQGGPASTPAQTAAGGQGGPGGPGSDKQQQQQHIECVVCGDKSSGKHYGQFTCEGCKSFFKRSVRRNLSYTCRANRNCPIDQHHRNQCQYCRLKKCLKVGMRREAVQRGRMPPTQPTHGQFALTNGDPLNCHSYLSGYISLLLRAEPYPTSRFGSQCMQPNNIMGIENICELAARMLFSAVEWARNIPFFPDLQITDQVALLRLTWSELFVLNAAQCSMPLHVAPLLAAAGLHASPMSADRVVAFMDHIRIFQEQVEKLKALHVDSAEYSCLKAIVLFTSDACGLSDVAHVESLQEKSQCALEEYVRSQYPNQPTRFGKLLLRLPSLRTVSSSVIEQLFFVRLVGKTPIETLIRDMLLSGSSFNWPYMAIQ
LMP1 NFkB inh: EBV LMP1-driven NF-kappaB luciferase reporter inhibitors, primary screen, cell-based, luminescence, single point. LMP1-induced NF-kappaB luciferase reporter cells. inhibition, % at 12.5 µM. 350,000 compounds, 0.69% hits; in the data active = inhibition above about 41%;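 note: 0% = neutral control wells and 100% = reference inhibitor control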
Numbers without * were called inactive; . = not tested or not shown. Not all compounds are listed; rates above refer to the full screens.

Preview (13 entries):
SMILES	TLR9-MyD88 block	NOD2 RIPK2 PPI	NCOA3 inh	LRH-1 inv ag	Vif inh	NCOA1 inh	TROY signal inh	NCOA2 inhibitor	C8 TRAIL sens	COUP-TFII inh	LMP1 NFkB inh
Cc1cccc(-c2nc(CSc3nc4c(c(=O)[nH]3)CCC4)c(C)o2)c1	9	-1	-25	1	7	-1	51*	-9	15	15	22
CCc1nnc(NS(=O)(=O)c2ccc(NC(=S)NC(=O)/C=C/c3ccc(F)cc3)cc2)s1	-2	-10	20	7	-5	-5	13	8	0	16	-4
O=C(CN1CCCCC1)Nc1cccc([N+](=O)[O-])c1	-1	-4	10	17	14	-33	-5	9	-5	-12	-7
COc1ccccc1OCC(=O)NNC(=O)c1cccs1	0	-5	5	-10	-5	3	-15	0	-8	0	2
O=C(CNc1cc(S(=O)(=O)N2CCOCC2)ccc1NCC1CCCO1)Nc1ccc(F)c(F)c1 (stereo not drawn)	-6	-10	2	-16	2	-21	-10	-17	26	-23	2
Cc1noc(C)c1NC(=O)N(C)C[C@H]1Oc2ccc(NS(=O)(=O)c3ccc(F)cc3)cc2C(=O)N([C@H](C)CO)C[C@@H]1C	4	-10	-3	5	.	18	0	21	-23	0	-10
O=C(Nc1cccc2ccccc12)c1ccco1	.	12	-23	-30	6	-18	-10	0	-13	4	.
O=C(NC1CCCCC1)C(c1ccc2ncccc2c1)N(Cc1ccc2c(c1)OCO2)C(=O)c1ccc2c(c1)OCCO2 (stereo not drawn)	-1	-1	9	17	-4	0	28	-8	-4	15	3
O=C(c1ccc2c(c1)OCO2)N1CCN(S(=O)(=O)c2ccc(Br)cc2Cl)CC1	4	4	0	4	22	-7	-16	1	-1	10	2
CC(C)(C)NC(=O)C1(N2C(=O)c3ccccc3C2=O)CCCC1	4	3	-15	7	1	-18	-2	12	-17	-2	-10
Cc1ccc(S(=O)(=O)n2nc(OC(=O)c3ccccc3C)cc2N)cc1	-8	-9	0	-9	7	0	30	6	12	10	5
CCOC(=O)C1CCN(C(=O)c2ccc(S(=O)(=O)Nc3ccccc3OC)cc2)CC1	5	-4	16	-17	14	3	-2	21	-5	-6	0
Cc1cccc(C(=O)NNC(=O)c2csc(N3CCOCC3)n2)c1C	-12	-6	3	-2	-5	-11	-1	4	13	-10	-3

The listing, previewed entries included:
SMILES	TLR9-MyD88 block	NOD2 RIPK2 PPI	NCOA3 inh	LRH-1 inv ag	Vif inh	NCOA1 inh	TROY signal inh	NCOA2 inhibitor	C8 TRAIL sens	COUP-TFII inh	LMP1 NFkB inh
Cc1cccc(-c2nc(CSc3nc4c(c(=O)[nH]3)CCC4)c(C)o2)c1	9	-1	-25	1	7	-1	51*	-9	15	15	22
CCc1nnc(NS(=O)(=O)c2ccc(NC(=S)NC(=O)/C=C/c3ccc(F)cc3)cc2)s1	-2	-10	20	7	-5	-5	13	8	0	16	-4
O=C(CN1CCCCC1)Nc1cccc([N+](=O)[O-])c1	-1	-4	10	17	14	-33	-5	9	-5	-12	-7
COc1ccccc1OCC(=O)NNC(=O)c1cccs1	0	-5	5	-10	-5	3	-15	0	-8	0	2
O=C(CNc1cc(S(=O)(=O)N2CCOCC2)ccc1NCC1CCCO1)Nc1ccc(F)c(F)c1 (stereo not drawn)	-6	-10	2	-16	2	-21	-10	-17	26	-23	2
Cc1noc(C)c1NC(=O)N(C)C[C@H]1Oc2ccc(NS(=O)(=O)c3ccc(F)cc3)cc2C(=O)N([C@H](C)CO)C[C@@H]1C	4	-10	-3	5	.	18	0	21	-23	0	-10
O=C(Nc1cccc2ccccc12)c1ccco1	.	12	-23	-30	6	-18	-10	0	-13	4	.
O=C(NC1CCCCC1)C(c1ccc2ncccc2c1)N(Cc1ccc2c(c1)OCO2)C(=O)c1ccc2c(c1)OCCO2 (stereo not drawn)	-1	-1	9	17	-4	0	28	-8	-4	15	3
O=C(c1ccc2c(c1)OCO2)N1CCN(S(=O)(=O)c2ccc(Br)cc2Cl)CC1	4	4	0	4	22	-7	-16	1	-1	10	2
CC(C)(C)NC(=O)C1(N2C(=O)c3ccccc3C2=O)CCCC1	4	3	-15	7	1	-18	-2	12	-17	-2	-10
Cc1ccc(S(=O)(=O)n2nc(OC(=O)c3ccccc3C)cc2N)cc1	-8	-9	0	-9	7	0	30	6	12	10	5
CCOC(=O)C1CCN(C(=O)c2ccc(S(=O)(=O)Nc3ccccc3OC)cc2)CC1	5	-4	16	-17	14	3	-2	21	-5	-6	0
Cc1cccc(C(=O)NNC(=O)c2csc(N3CCOCC3)n2)c1C	-12	-6	3	-2	-5	-11	-1	4	13	-10	-3
COc1ccc(CC(N)c2csc(Nc3nccc(C(F)(F)F)n3)n2)cc1 (stereo not drawn)	.	-12	-8	10	10	-15	-18	-29	-8	6	.
CCCN(N=Nc1cccc([N+](=O)[O-])c1)c1cccc([N+](=O)[O-])c1	-10	5	7	1	0	-11	-22	23	12	1	3
CC(OC(=O)Cc1coc2ccc3ccccc3c12)C(=O)NC(N)=O (stereo not drawn)	-1	-1	12	-11	13	0	13	0	-2	-6	-2
COc1ccc2cc(CN(C)C(=O)CN3C(=O)NC4(CCCC4)C3=O)ccc2c1	-6	0	8	7	-6	-2	3	-8	-8	5	5
O=C(CN1C(=O)NC2(CCOc3ccccc32)C1=O)c1ccc(Br)cc1 (stereo not drawn)	-14	-12	3	14	-19	1	-1	-21	-15	-18	-7
CCOc1ccc(CC(=O)OCc2cc(=O)n3cc(Br)ccc3n2)cc1	-2	3	5	15	-2	5	7	-11	-4	-3	5
COc1ccc(C(=O)CN2C(=O)NC3(CCCc4ccccc43)C2=O)c(OC)c1 (stereo not drawn)	4	-11	7	0	0	0	-10	2	-1	-17	-2
CC(C)CN(CC(C)C)c1nnc(N)s1	-17	-1	12	8	5	8	4	6	-6	-13	5
Cc1cc(Nc2ccccc2)c2c([N+](=O)[O-])cc(C)c(C)c2n1	-25	0	-12	2	1	-4	-17	8	4	12	42*
CC(C)CNC(=O)c1cccc(Cn2cc(Cl)cn2)c1	1	0	4	-14	7	-8	19	2	2	14	4
CN1OC[C@@H]2CN(C(=O)CCc3ccccc3)[C@H](c3ccc(N4CCCCC4)cc3)C[C@@H]21	.	-5	5	9	-11	12	-7	3	-5	6	.
COc1cc(C(=O)NCc2ccco2)c(Br)c(OC)c1OC	12	-10	21	10	-2	3	-1	-11	-15	7	-6
CCCCCCCC/C=C\CCCCCCCC(=O)NCCO	5	-12	23	19	-1	3	10	12	2	13	10
Cc1cc(=O)[nH]c(SCC(=O)Nc2ccc(Br)cc2)n1	-13	-1	7	-3	-4	-13	-5	-6	-1	0	-5
CCCOc1ccc(-c2nc(N3CCN(CC)CC3)c3ccccc3n2)cc1	-10	9	3	-13	2	-16	-40	7	17	-3	32
CCCCCCC(=O)N(O)C1CC(=O)N(Cc2ccccc2)C1=O (stereo not drawn)	-3	-3	8	12	8	2	-16	9	-7	29	52*
COc1ccc(N/C(=C2\CCCC2=O)C2CCCCC2)cc1	6	0	-16	13	-2	-6	-29	-46	-6	13	-17
S=C(NCCCCN(Cc1ccc(Cl)cc1)c1ccc(Br)cn1)NCCCc1cnc[nH]1	.	13	60	95*	-9	37	0	41	21	29	.
CCOc1ccc(NC2=CC(=O)C(=O)c3ccccc32)cc1	-2	-1	-37	-15	-14	-31	1	-14	74*	2	0
CCCc1[nH]nc2c1C(c1ccoc1)C(C#N)=C(N)O2 (stereo not drawn)	4	-8	7	12	-2	5	-15	10	24	4	2
Cc1csc(NC(=O)Nc2ccc(Cl)cc2)n1	-3	-6	-43	-104	-8	-46	-62	-39	10	-25	-9
CCN(CC(=O)Nc1ccc(C(=O)OC)cc1)C1CCCCC1	-8	-4	7	4	-10	-1	5	-12	-24	-9	5
CCOc1ccc(CN(C)C(=O)c2ccc(S(=O)(=O)N(C)c3ccccc3OC)cc2)cc1	-2	-15	18	9	0	-9	23	-3	-3	32	4
COc1ccc(NS(=O)(=O)c2ccc(Oc3cccc(C(=O)O)c3)cc2)cc1	-2	4	21	5	3	8	0	-33	0	-7	-15
COC(=O)CCCNC(=O)c1ccccn1	8	-5	13	-14	-2	-3	-16	-34	2	-19	-26
O=C1NC(=O)C(CC(=O)N(Cc2cccs2)C2(C(=O)NC3CCCC3)CCCCC2)N1 (stereo not drawn)	-5	3	-1	-6	1	18	1	6	-1	1	0
Cc1ccccc1C(=O)Nc1nc2c(C)csc2c(=O)s1	-6	-17	11	-2	4	14	23	22	8	10	7
O=C(NCCc1ccc(F)cc1)c1ccc(Cl)c(S(=O)(=O)N2CCOCC2)c1	2	-5	15	3	-1	11	5	21	17	40*	7
O=C(Nc1ccc(Cl)cc1)Nc1nnc(/C=C/c2ccccc2)s1	3	-10	12	13	-5	14	48	-26	21	-8	21
Cc1ccc(Cl)cc1N1CCN(C(=O)CN2C(=O)c3cccc4cccc2c34)CC1	0	-1	23	0	0	-2	3	-6	-8	11	6
Cn1c2c(c(=O)n1-c1ccccc1)CSCC2	6	7	19	-10	-6	-1	-30	2	-9	-5	1
CC(C)c1cc(C(F)(F)F)n2nc(C(=O)Nc3ccc4c(c3)OCO4)cc2n1	-8	-1	-44	-29	6	-26	-30	-49	24	-12	-19
CC1CCCN(C(=S)SCC(=O)O)C1 (stereo not drawn)	6	8	6	-7	10	15	-14	11	6	2	8
CCNC(=S)NNC(=O)CSc1nc2ccccc2n1C	-8	12	-1	-8	0	13	-9	-7	13	-12	2
Cc1cc(/C=C2/C(=N)N3C(=NC2=O)SN=C3S(C)(=O)=O)c(C)n1-c1ccc(F)cc1	5	-2	-4	-11	-3	-8	-21	16	38	-5	-4
O=C(Nc1ccccc1)C1=C(c2ccccc2)S(=O)(=O)CCS1(=O)=O	22*	50*	-24	0	11	-31	87*	54*	5	24	72*
Cn1c(=O)n(-c2ccccc2)c(=O)c2c3c(sc21)COC(C)(C)C3	9	-5	28	13	1	3	18	8	-6	-2	-11
CCCc1nnc(NC(=O)CCC(=O)N2CCN(C3c4ccccc4-c4ccccc43)CC2)s1	0	-6	-19	-6	1	-16	-2	-10	-10	-1	4

High-throughput results: PubChem BioAssay, several laboratories
